Source: PubChem (National Center for Advancing Translational Sciences (NCATS))
KB-3-1 cytotox: KB-3-1 parental cell cytotoxicity | KB-3-1 viability, CellTiter-Glo ATP luminescence, 72 h | Potency, µM (titrated, usually from 46.1 µM), for the others: top-dose activity change, negative = cytotoxic, most hits filed as cytotoxic | 400,000 compounds, 1.4% hits | AID 1347075; further: nearly all actives have a fitted effect of over 60% in size
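72 h, 37 °C compound treatment of KB-3-1 parental cells; CellTiter-Glo added, 10 min, luminescence read. Data corrected against DMSO-only plates and normalized before curve fitting.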
KB-V1 MDR tox: KB-V1 MDR subline cytotoxicity. KB-V1 MDR cells viability, CellTiter-Glo, 72 h. Potency, µM (series often up to 46.1 µM), without a hit: at the highest dose activity change, negative = cytotoxicity, actives largely listed as cytotoxic. 400,000 compounds, 3.4% hits. AID 1347076; further: nearly all actives have a fitted effect of over 60% in size
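Potencies derive from concentration-effect curves fitted to normalized luminescence (CellTiter-Glo) of KB-V1 cells treated for 72 h at 37 degrees C in phenol-red-free DMEM containing 10% FBS.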
An asterisk follows results filed as active; i = inactive; ? = inconclusive. The call rests on the fitted dose curve; in most records, active means well fitted cell-killing curve with a large enough effect; inconclusive means small, poorly fitted or top-dose-only effect, or effect the other way; inactive means flat fitted curve, though single readings scatter. On the % scale 0 is the no-effect control and ±100 the full control effect; potency means the concentration at half of the fitted maximal effect. Only part of the results is shown; count on the stated rates, not on these rows.

SMILES	KB-3-1 cytotox	KB-V1 MDR tox
CCCS(=O)(=O)N1CC(=O)N(c2cc(C)cc(C)c2)C(C)(C(=O)NC2CCCCCC2)C1 (stereo unspecified)	1%	5%
CC[n+]1cccc(Br)c1	2%	25%
CC1=C/C(=C\c2ccc(N(C)C)cc2)c2ccccc21	-6%	22%
Cc1ccccc1C(=O)NCC(c1cccnc1)N1CCc2ccccc21 (stereo unspecified)	-8%	-15%
CC(C)(C)CC(C)(C)N=C1Nc2ccc(Cl)cc2NC12C[C@H]1CCC(=O)N3CC[C@@H](C2)[C@@H]13 (stereo partly specified)	?	?
O=C(NCC(c1ccco1)S(=O)(=O)c1ccc(Cl)cc1)c1ccc(C(F)(F)F)cc1 (stereo unspecified)	-21%	-15%
COc1ccccc1N1CCN(C(=O)c2cnn(-c3cccc(Cl)c3)c2C2CCN(C(=O)OC(C)(C)C)CC2)CC1	-18%	-5%
CCOc1ccc(CNC(=O)c2ccc3nc(CC)c(CC)nc3c2)cc1	4%	-5%
COc1ccccc1N1CCN(S(=O)(=O)c2c(C)nc3sccn3c2=O)CC1	5%	?
Cc1ccc(Nc2nc3ccc(C(=O)c4ccccc4)cc3n3c(C)nnc23)c(C)c1	21%	2%
Cc1nc2c(C(=O)NCc3ccccc3Cl)cnn2c(C)c1Cc1c(F)cccc1Cl	-1%	8%
COCCn1c(C)cc(O)c(C(c2ccc(Cl)cc2)N2CCN(c3ccccc3)CC2)c1=O (stereo unspecified)	-1%	10%
CCOC(=O)c1cccc(NC(=O)N2CC=C(c3c[nH]c4ccccc34)CC2)c1	-11%	2%
CCc1cccc(NC(=O)c2ccc(NC(=O)N3CCSc4ncccc43)cc2)c1	?	-11%
O=S1(=O)CCO[C@H]2CCCC[C@@H]2N1Cc1cccc(F)c1	8%	?
CC(C)c1ccc(S(=O)(=O)c2nnn3c2nc(NCCc2ccccc2)c2sccc23)cc1	-9%	?
NC(N)=Nc1ccc(/C=C2\C=Cc3ccccc32)cc1	-88%	24%
CCc1cccc(C)c1NC(=O)C(CC)Sc1nncn2c1cc1occc12 (stereo unspecified)	12%	-3%
CNS(=O)(=O)c1cn(CC(=O)Nc2cccc(C(F)(F)F)c2)cc1S(=O)(=O)NC	2%	14%
Cc1ccn2c(=O)cc(COc3ccc(NC(=O)COc4ccc(Cl)cc4)cc3)nc2c1	14%	21%
Cc1cccc(OCC(=O)Nc2c(C(=O)N3CCN(c4ccccc4)CC3)oc3ccccc23)c1	7%	-7%
CN(C)CCCNc1cc(N2CCN(C)CC2)ncn1	0%	0%
CCOc1ccc(-c2nc(SCC(=O)NCCCOC)c(-c3ccccc3)[nH]2)cc1	5%	-12%
CCCCCCCCNc1ccc(/C=C/c2ccnc3ccccc23)cc1	-18%	-6%
c1nc(NCCCN2CCOCC2)c2cc(-c3ccc4c(c3)OCO4)ccc2n1	0%	0%
COc1cc(NC(=O)C(CC(C)C)N2Cc3ccccc3C2=O)cc(OC)c1 (stereo unspecified)	-8%	-6%
CCOC(=O)c1c(C)oc2c1c(/C=N/c1ccccn1)c(O)c1ccccc12	17%	0%
O=C(c1cnc(N2CCCCC2)c2ccccc12)N1CCN(c2cccc(Cl)c2)CC1	?	?
O=C(O)CCN(CCC(=O)O)c1ccc(/C=C/c2ccnc3ccccc23)cc1	?	0%
Cc1ccc(N(Cc2cccs2)C(=O)Nc2cccc(Cl)c2)cc1	-17%	8%

Some of these compounds in order of heavy-atom count, rising.
SMILES	KB-3-1 cytotox	KB-V1 MDR tox
CN(C)CCCNc1cc(N2CCN(C)CC2)ncn1	0%	0%
CCCCCCCCNc1ccc(/C=C/c2ccnc3ccccc23)cc1	-18%	-6%
COc1cc(NC(=O)C(CC(C)C)N2Cc3ccccc3C2=O)cc(OC)c1 (stereo unspecified)	-8%	-6%
O=C(O)CCN(CCC(=O)O)c1ccc(/C=C/c2ccnc3ccccc23)cc1	?	0%
Cc1cccc(OCC(=O)Nc2c(C(=O)N3CCN(c4ccccc4)CC3)oc3ccccc23)c1	7%	-7%

Additional records.
SMILES	KB-3-1 cytotox	KB-V1 MDR tox
O=C(NCC(c1cccnc1)N1CCc2ccccc2C1)C(=O)Nc1ccc(Cl)cc1 (stereo unspecified)	-8%	?
O=S(=O)(c1ccc(Cl)cc1)c1nnn2c1nc(NC1CCCC1)c1sccc12	-11%	2%
CC1Cn2c(C(=O)NCc3cccc(Br)c3)cc3cccc(c32)S1 (stereo unspecified)	9%	0%
O=C(Nc1ccc(Br)cc1)C(Cc1ccccc1)NS(=O)(=O)c1cccc2nsnc12 (stereo unspecified)	7%	14%
Cc1onc(-c2ccccc2Cl)c1C(=O)Oc1ccccc1F	8%	0%
C1=Nc2ccccc2/C1=C/c1c[nH]c2ccccc12	?	0%
O=C1CCc2cc(S(=O)(=O)Nc3ccc(F)c(Cl)c3)ccc2N1	5%	7%
CC1CN(C(=O)N2CCC(C(=O)NCc3cccs3)CC2)c2ccccc2O1 (stereo unspecified)	0%	-8%
Cc1cc(C)n(CC(=O)Nc2ccc(F)c(F)c2)c(=O)c1C#N	7%	15%
Cc1ccc(CSc2nc(=O)c3c(C)cc(C)nc3n2C2CC2)cc1	-13%	1%

In a second layout: entries from further up.
Sequence of screens – KB-3-1 cytotox | KB-V1 MDR tox
O=S1(=O)CCO[C@H]2CCCC[C@@H]2N1Cc1cccc(F)c1
    8% | ?
CC(C)c1ccc(S(=O)(=O)c2nnn3c2nc(NCCc2ccccc2)c2sccc23)cc1
    -9% | ?
NC(N)=Nc1ccc(/C=C2\C=Cc3ccccc32)cc1
    -88% | 24%
CCc1cccc(C)c1NC(=O)C(CC)Sc1nncn2c1cc1occc12 (stereo unspecified)
    12% | -3%

The listing continues.
SMILES	KB-3-1 cytotox	KB-V1 MDR tox
CCOC(=O)c1cc(-c2ccccc2)n(CCCC(=O)Nc2ccc(C)c(C)c2)c1C	-5%	0%
COc1ccccc1CNC(=O)C1CCN(c2nc3ccc(C)cc3[nH]2)CC1	-19%	21%
Cc1c2ccccc2cc[n+]1C	18%	-1%
COc1cc(OC)c(NC(=O)N2CCOc3ccc(C)cc32)cc1Cl	1%	5%
CC(CNC(=O)C1CCN(C(=O)N2CCOc3ccc(Cl)cc32)CC1)c1ccccc1 (stereo unspecified)	0%	-3%
COc1ccc(N2CCN(C(=O)CSc3n[nH]c(-c4ccccc4Cl)n3)CC2)cc1	9%	-17%
CC(C)CC(C(=O)NCCc1ccccc1)N1Cc2ccccc2C1=O (stereo unspecified)	-10%	0%
O=S(=O)(c1ccc(Cl)cc1)c1nnn2c1nc(NC1CCCCC1)c1sccc12	0%	-7%
CN(C)c1c(Br)cc(C=O)cc1Br	?	?
Cc1cc(NC(=O)c2cccn2-c2nnc(N3CCCCC3)s2)ccc1Br	-2%	0%
CCOC(=O)C[n+]1cccc(Br)c1	2%	5%
COc1ccccc1/C=C/c1nc2ccccc2s1	0%	-14%
Nc1nc(N)c2c(OCC3CCN(Cc4ccccc4F)CC3)cccc2n1	-18%	?
Cc1ccc(O/C=C2/Nn3c(nnc3-c3cc(-c4ccccc4)n[nH]3)S2)cc1	17%	-1%
O=C(NCc1ccccc1F)c1cccc(NC(=O)N2CCSc3ncccc32)c1	-4%	-2%
O=[N+]([O-])c1ccc2nc(CO)[nH]c2c1	6%	1%
Cc1cccc(C(=O)N2CCc3cc(CNC(=O)c4ccco4)ccc32)c1	?	0%
CCn1c(C(=O)N2CCCC(C(=O)N3CCN(c4ccccc4)CC3)C2)cc2sccc21 (stereo unspecified)	-6%	-16%
O=S1(=O)N=C(Oc2ccc3ccccc3c2)c2ccccc21	-3%	0%
COc1ccc(-c2cc(C)no2)cc1S(=O)(=O)NC1CCC(C)CC1 (stereo unspecified)	-18%	-1%
Cn1cc(S(=O)(=O)c2ccccc2)c(=O)c2cc(F)c(N3CCCC3)cc21	-1%	5%
CNS(=O)(=O)c1cn(CC(=O)Nc2ccc(C)cc2C)cc1S(=O)(=O)NC	0%	15%
c1ccc2nc(-c3cc4ccccc4s3)ccc2c1	31%	-2%
CN(C)c1ccc(/C=C/c2ccnc3ccc(N)cc23)cc1	?	?
Clc1ccc(/C=C/c2ccncc2)cc1Cl	?	5%
O=C(Nc1ccc2ccccc2c1)Nc1nnc(-c2ccccc2F)s1	?	-18%
Cc1cc(C)cc(NC(=O)CSc2nnc(CNC(=O)c3c(F)cccc3Cl)o2)c1	0%	23%
COCCCNC(=O)CCCn1c(SCC(=O)c2ccc(Br)cc2)nc2c(sc3ccccc32)c1=O	0%	-10%
O=C(NCCCc1ccccc1)C1CCN(C(=O)N2CCOc3ccc(Cl)cc32)CC1	-10%	-4%
O=C(NCc1ccc(F)cc1)c1ccc(CS(=O)(=O)c2ccc(Cl)cc2)o1	-16%	-22%
CC(CNC(=O)c1cc(-c2ccccc2)n[nH]1)c1ccccc1 (stereo unspecified)	-4%	5%
CCN(CC)c1ccc(NC(=O)c2sc3nc4c(cc3c2N)CN(C)CC4)cc1	0%	-4%
c1ccc2nc3c(cc2c1)CCCC3	0%	?
Cc1ccc(S(=O)(=O)c2cn(Cc3ccccc3)c3cc(N4CCCCC4)c(F)cc3c2=O)cc1	-6%	10%
CC(C)(C)c1ccc(C(=O)C[n+]2cccc(Br)c2)cc1	-4%	5%
CCC[N+](C)(C)c1ccc(/C=C/c2ccncc2)cc1	1.5µM*	-2%
CCN1CCN(CCCNC(=O)c2ccc3c(c2)sc2nc(-c4ccc(C)cc4)cn23)CC1	?	?
CCOc1ccc(C(=O)Nc2ccc(-c3nc4ccccc4s3)cc2)cc1[N+](=O)[O-]	?	?
Cc1ccc(C)c(S(=O)(=O)c2cn(C)c3cc(N4CCCCC4C)c(F)cc3c2=O)c1 (stereo unspecified)	1%	-11%
Cn1c(CNC(=O)CSc2n[nH]c(-c3ccccc3Cl)n2)nc2ccccc21	-2%	-6%
COC(=O)c1sc(N2C(=O)c3oc4ccc(F)cc4c(=O)c3C2c2ccc(C)cc2)nc1C (stereo unspecified)	?	?
CN(C)c1ccc(/C=c2\[nH]c(=O)/c(=C/c3ccc(N(C)C)cc3)[nH]c2=O)cc1	0%	7%
Cc1cc(C)cc(OCCn2c(CCNC(=O)C3CCCCC3)nc3ccccc32)c1	12%	-6%
Cc1cc(N(C)C)cc(C)c1/C=C/c1cc[n+](C)c2ccccc12	4.6µM*	4%
O=C(CSc1c2c(nc3cc(Cl)ccc13)CCCC2)N1CCN(c2ccccc2)CC1	-15%	-5%
COc1cc(O)c(C(CC(=O)N2CCC(Cc3ccccc3)CC2)c2ccc(OC)c(OC)c2)c(OC)c1 (stereo unspecified)	i	?
CSc1cccc(-n2nnc(-c3nsc(NC(=O)c4cccs4)n3)c2C)c1	-8%	-19%
Cc1ccc(CNC(=O)c2cnn(-c3ccc(F)cc3F)c2C2CCN(C(=O)OC(C)(C)C)CC2)cc1	3%	-5%
CCc1ccc(Nc2nc3c(S(=O)(=O)c4ccc(C)cc4)nnn3c3ccsc23)cc1	3%	6%
CCOC(=O)C1CCN(C(c2ccccc2)c2c(O)cc(C)n(Cc3ccco3)c2=O)CC1 (stereo unspecified)	-10%	3%
Carrying on:
SMILES	KB-3-1 cytotox	KB-V1 MDR tox
O=C(Nc1ccc(-c2ccccc2)cc1)Nc1nnc(-c2ccncc2)s1	?	0%
Cc1ccc2c(c1)N(C(=O)Nc1cccc(C)c1C)CCO2	3%	9%
C=C1C=C(C(F)F)n2ncc(C(=O)NCc3ccccc3OC)c2N1	-22%	-11%
CCc1ccc(NC(=O)Cn2c(SCc3ccc(C)cc3)nc3ccncc32)cc1	0%	-2%
COc1ccc2c(CNCc3cccs3)c(C(=O)O)n(Cc3ccccc3C)c2c1	1%	15%
CCOC(=O)C1CCN(c2nc3c(S(=O)(=O)c4ccc(Br)cc4)nnn3c3ccsc23)CC1	-3%	-3%
Cc1ccc(CNC(=O)C(C)n2nc(C)n3c(cc4sccc43)c2=O)cc1 (stereo unspecified)	5%	-6%
O=C(Nc1c(Cl)cc([N+](=O)[O-])cc1Cl)c1cc(Cl)ccc1O	0.73µM*	?
COc1ccc(OC)c(C(Cc2ccnc3ccccc23)Cc2ccnc3ccccc23)c1	0%	-10%
N#CN=c1snc(-c2ccccc2)n1-c1ccc(Cl)cc1	-29%	2%
COc1ccc(C(=O)C[n+]2ccc(Cl)c3ccc(Cl)cc32)cc1	18%	12%
CC(C)Oc1ccc(C(=O)NCC(c2ccc(N(C)C)cc2)N2CCCC2)cc1 (stereo unspecified)	9%	0%
CCOc1ccc(C(=O)Nc2ccc(-n3nncc3-c3ccc(OC)cc3)cc2)cc1	?	-2%
O=C(COc1ccccc1C(=O)Nc1cccc(F)c1)Nc1ccc(Br)cc1	?	0%
N/C(=C\c1ccccc1)c1ccncc1	0%	16%
O=C(CCc1ccccc1)N(Cc1cccnc1)c1nc2c(F)cc(F)cc2s1	-17%	1%
Cc1ccc(S(=O)(=O)c2nnn3c2nc(N2CCN(c4cccc(C)c4C)CC2)c2ccccc23)cc1C	8%	7%
Cc1ccc(C)c(NC(=O)N2CCN(C(=O)c3nsc4ccccc34)CC2)c1	-21%	-10%
NCC(=O)c1c[nH]c2ccccc12	-11%	-11%
